Source: PubChem (Sanford-Burnham Center for Chemical Genomics)
mIAP act – increases mouse intestinal alkaline phosphatase activity; 330,000 compounds, 0.24% hits; muIAP, CDP-Star luminescence, 30 min; active compounds read high; 1 = vehicle-only enzyme signal, 0 = enzyme-free wells; activation factor at 10 µM;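 active = activation factor of at least 2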; note: the source names both 10 and 20 µM as test concentration; values of inactives mirror those of a sister screen read the other way
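also added = chemiluminescent substrate CDP-Star | test system = mouse IAP enzyme | signal = chemiluminescence readout | compound = DMSO-dissolved test compounds | incubation = 30 min at room temperature | benchmarks = DMSO wells, no-enzyme wells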
beta cell repl – induces beta-cell replication in MIN6 cells | MIN6 cells proliferation, ATPlite luminescence, 48 h; cells starved in 0.2% serum; 100% = growth in 10% serum | proliferation, % at 10 µM | 330,000 compounds, 0.29% hits;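 active = compounds whose signal lies at least 3.5 SD above the mean of all wells on their plate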;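 note: 0% = DMSO-treated cells in low-serum medium and 100% = 10% serum control; some compounds called inactive have numbers as strong as hits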
MPTP block – permeability transition pore inhibition; inhibition, % at 10 µM; isolated mouse mitochondria, Ca2+ swelling absorbance, 30 min; 360,000 compounds, 1.4% hits; AID 602449;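 active = inhibition of 50% or more, scaled per plate between neutral and stimulator controls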;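 note: 0% = DMSO wells given calcium and 100% = 1 mM EGTA wells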
hIAP activ – increases human intestinal alkaline phosphatase activity; purified human IAP, CDP-Star luminescence, 30 min; active compounds read high; 1 = vehicle-only enzyme, 0 = enzyme-free background; activation factor at 10 µM; 330,000 compounds, 0.16% hits; P09923;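 active = activation factor of the enzyme at least 2-fold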; note: the source names both 10 and 20 µM as test concentration; values of inactives mirror those of a sister screen read the other way
Target sequence (P09923 whole entry, looked up): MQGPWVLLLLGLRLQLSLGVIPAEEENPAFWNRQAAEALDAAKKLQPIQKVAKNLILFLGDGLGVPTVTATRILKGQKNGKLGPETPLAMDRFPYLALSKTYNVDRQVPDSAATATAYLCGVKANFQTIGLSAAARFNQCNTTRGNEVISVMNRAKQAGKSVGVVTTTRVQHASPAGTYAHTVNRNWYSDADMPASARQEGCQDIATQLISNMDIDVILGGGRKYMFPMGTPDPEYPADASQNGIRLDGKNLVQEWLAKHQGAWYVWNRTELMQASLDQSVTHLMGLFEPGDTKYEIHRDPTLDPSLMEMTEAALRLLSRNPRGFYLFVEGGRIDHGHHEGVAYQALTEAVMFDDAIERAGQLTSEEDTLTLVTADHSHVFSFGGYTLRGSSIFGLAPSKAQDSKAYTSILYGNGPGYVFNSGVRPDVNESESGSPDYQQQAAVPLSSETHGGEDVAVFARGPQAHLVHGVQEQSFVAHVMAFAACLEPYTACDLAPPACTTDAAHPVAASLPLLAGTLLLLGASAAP
A3A deaminase – blocks human APOBEC3A ssDNA deamination; recombinant A3A, FAM/TAMRA ssDNA deamination fluorescence; inhibition, % at 20 µM; 330,000 compounds, 0.41% hits;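 active = at least 40% inhibition at 20 µM here, with at most 30% in a related deaminase screen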;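 note: plate controls were A3A with DMSO for no effect and wells lacking A3A enzyme for full effect; some results filed as inactive read as strong as hits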
GRIN3A LBD mod – modulators (binders) of human NR3A ligand-binding domain | NR3A LBD differential scanning fluorimetry, Tm shift; 0% = protein alone, 100% = glycine-bound protein | Tm shift relative to glycine control, % at 25 µM | 340,000 compounds, 2.5% hits | AID 1259313;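 active = melting temperature shift of at least 10% of the positive control shift, at one fixed dose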
APOBEC3G inh – inhibitors of human APOBEC3G DNA deaminase; AID 493012; recombinant A3G, ssDNA deamination FAM/TAMRA fluorescence; inhibition, % at 20 µM; 330,000 compounds, 0.28% hits;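 active = inhibition of at least 40% at 20 µM, with no more than 30% in the related APOBEC3A deaminase screen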;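 note: plate controls were DMSO wells with A3G for no effect and wells lacking A3G enzyme for full effect; some compounds called inactive have numbers as strong as hits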
Target sequence (Q9HC16 whole entry, looked up): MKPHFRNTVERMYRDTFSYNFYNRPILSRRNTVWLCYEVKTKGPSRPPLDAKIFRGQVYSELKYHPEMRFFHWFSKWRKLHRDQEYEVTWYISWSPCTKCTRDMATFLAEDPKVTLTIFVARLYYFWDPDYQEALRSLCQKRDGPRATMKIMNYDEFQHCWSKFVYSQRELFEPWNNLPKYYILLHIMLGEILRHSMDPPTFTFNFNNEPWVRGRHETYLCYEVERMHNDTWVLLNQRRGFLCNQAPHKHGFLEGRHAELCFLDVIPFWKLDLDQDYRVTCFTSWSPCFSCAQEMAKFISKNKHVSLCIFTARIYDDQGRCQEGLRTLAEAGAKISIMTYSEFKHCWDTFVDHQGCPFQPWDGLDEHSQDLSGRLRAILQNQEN
hIAP inh – blocks human intestinal alkaline phosphatase | P09923 | purified IAP, CDP-Star luminescence, 30 min | inhibition, % at 10 µM | 330,000 compounds, 0.12% hits;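 active = inhibition reaching a set limit with compound at 10 µM in the primary screen, cut at about 35% in these data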;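 note: plate controls were DMSO wells with enzyme for no effect and no-enzyme buffer wells for full effect; values of inactives mirror those of a sister screen read the other way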
mIAP inh – blocks mouse intestinal alkaline phosphatase; purified mouse IAP, CDP-Star luminescence, 30 min; 330,000 compounds, 0.2% hits; inhibition, % at 10 µM; AID 2806;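 active = inhibition of at least 40% at 10 µM in the primary screen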;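 note: plate controls were DMSO with enzyme for no effect and no enzyme wells for full effect; values of inactives mirror those of a sister screen read the other way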
The depositor's hits bear a star.

`COC(=O)Cn1c(=NC(=O)CSCC(=O)Nc2cc(C)on2)sc2cc(C(=O)OC)ccc21` gave mIAP act 0.92, beta cell repl -3, MPTP block 0.0, hIAP activ 0.98, A3A deaminase -2, GRIN3A LBD mod 0, APOBEC3G inh 1, hIAP inh 2 and mIAP inh 8.
Screening C=CCOc1ccc(C2/C(=C(/O)c3ccc4c(c3)CC(C)O4)C(=O)C(=O)N2CCCN2CCOCC2)cc1 (stereo not given) returned mIAP act 1, beta cell repl -1, MPTP block -0.5, hIAP activ 1.1, A3A deaminase -1, GRIN3A LBD mod 6, APOBEC3G inh -9, hIAP inh -6 and mIAP inh -1.
For COc1cc(C)c(Cl)cc1S(=O)(=O)n1ccnc1 the results were mIAP act 0.96, beta cell repl 3, MPTP block 0.5, hIAP activ 1.1, A3A deaminase -3, GRIN3A LBD mod 2, APOBEC3G inh -4, hIAP inh -7 and mIAP inh 4.
For COc1ccc2[nH]cc(/C=C/C(=O)c3ccccc3)c2c1 the results were mIAP act 0.9, beta cell repl -3, MPTP block 6.0, hIAP activ 1.1, A3A deaminase -3, GRIN3A LBD mod 29*, APOBEC3G inh -4, hIAP inh -11 and mIAP inh 10.
For CCOc1cnc(-c2ccc(OC)cc2)o1 the results were mIAP act 0.96, beta cell repl -2, MPTP block 0.8, hIAP activ 0.99, A3A deaminase -2, GRIN3A LBD mod -2, APOBEC3G inh -2, hIAP inh 1 and mIAP inh 4.
For S=c1sc2c(N3CCN(Cc4ccccc4)CC3)ncnc2n1-c1ccccc1 the results were mIAP act 1, beta cell repl -3, MPTP block 2.2, hIAP activ 1.1, A3A deaminase -4, GRIN3A LBD mod 0, APOBEC3G inh 1, hIAP inh -6 and mIAP inh -4.
NC(=O)/C(N=Nc1ccccc1)=N/Nc1ccccc1 was read as mIAP act 1.1, beta cell repl -3, MPTP block 0.5, hIAP activ 0.97, A3A deaminase -6, GRIN3A LBD mod 0, APOBEC3G inh -14, hIAP inh 3 and mIAP inh -10.
For CCn1c(=O)c2ccccc2n2c(SCC(N)=O)nnc12 the results were mIAP act 1, beta cell repl -1, MPTP block 0.4, hIAP activ 1.1, A3A deaminase -4, GRIN3A LBD mod 0, APOBEC3G inh -7, hIAP inh -14 and mIAP inh -2.
For NC(=O)CSc1nnc(-c2ccoc2)o1 the results were mIAP act 0.98, beta cell repl 2, MPTP block 1.3, hIAP activ 0.84, A3A deaminase -3, GRIN3A LBD mod -2, APOBEC3G inh -4, hIAP inh 16 and mIAP inh 2.
Screening COc1ccc(C(=O)OCC(O)COC(=O)c2ccc(OC)cc2)cc1 returned mIAP act 0.97, beta cell repl 4, MPTP block 4.3, hIAP activ 1, A3A deaminase 4, GRIN3A LBD mod -2, APOBEC3G inh 7, hIAP inh -2 and mIAP inh 3.
Screening CCc1noc(C)c1C(=O)Nc1ccc(C)c(S(=O)(=O)N2CCCCCC2)c1 returned mIAP act 1.2, beta cell repl 0, MPTP block -0.2, hIAP activ 0.94, A3A deaminase 4, GRIN3A LBD mod 0, APOBEC3G inh -2, hIAP inh 6 and mIAP inh -21.
`Cc1ccc(OCCCN(C)C)c(Br)c1` gave mIAP act 0.97, beta cell repl -1, MPTP block 3.0, hIAP activ 1, A3A deaminase -3, GRIN3A LBD mod 0, APOBEC3G inh -8, hIAP inh -2 and mIAP inh 3.
`COc1ccc(C(=O)OCC(=O)NCCN2C(=O)CSC2=O)cc1` gave mIAP act 1.1, beta cell repl -3, MPTP block 0.5, hIAP activ 1, A3A deaminase -4, GRIN3A LBD mod 6, APOBEC3G inh -4, hIAP inh -4 and mIAP inh -10.
Screening COc1ccc(CC/C(C)=N\NC(N)=O)cc1 returned mIAP act 1, beta cell repl -4, MPTP block 0.5, hIAP activ 1.1, A3A deaminase -5, GRIN3A LBD mod -1, APOBEC3G inh -9, hIAP inh -10 and mIAP inh -3.
COc1ccc(F)cc1S(=O)(=O)n1cc(C)nc1-c1ccccc1 was read as mIAP act 1, beta cell repl 2, MPTP block -2.1, hIAP activ 1.6, A3A deaminase -9, GRIN3A LBD mod -1, APOBEC3G inh -12, hIAP inh -60 and mIAP inh 0.
For Cc1cc(C)c(C(N)=O)c(NC(=O)Nc2ccccc2)n1 the results were mIAP act 1.1, beta cell repl -2, MPTP block 0.4, hIAP activ 1, A3A deaminase -1, GRIN3A LBD mod 1, APOBEC3G inh 1, hIAP inh 0 and mIAP inh -7.
COc1ccc(/C=N/Nc2nc(Nc3ccccc3)nc(N3CCCCC3)n2)c(OC)c1 was read as mIAP act 1.1, beta cell repl 0, MPTP block 0.5, hIAP activ 0.85, A3A deaminase 0, GRIN3A LBD mod -6, APOBEC3G inh -6, hIAP inh 15 and mIAP inh -7.
For CCN(C(=O)CSc1nc(N)cc(=O)[nH]1)C1CCS(=O)(=O)C1 (stereo not given) the results were mIAP act 0.98, beta cell repl 8, MPTP block -0.8, hIAP activ 1.1, A3A deaminase -3, GRIN3A LBD mod 4, APOBEC3G inh -5, hIAP inh -6 and mIAP inh 2.
`Cc1ccc(/C=N/NC(=O)c2cc(C)oc2C)cc1` gave mIAP act 0.99, beta cell repl -3, MPTP block 2.3, hIAP activ 0.92, A3A deaminase -3, GRIN3A LBD mod 0, APOBEC3G inh -5, hIAP inh 8 and mIAP inh 1.
Cc1cccc(NS(=O)(=O)c2cc3c(cc2C)NC(=O)CO3)c1 was read as mIAP act 1, beta cell repl -2, MPTP block -0.3, hIAP activ 1, A3A deaminase 3, GRIN3A LBD mod 2, APOBEC3G inh 0, hIAP inh -2 and mIAP inh -2.
Screening O=C1NCCn2ccc(=O)cc21 returned mIAP act 0.99, beta cell repl -2, MPTP block 1.3, hIAP activ 0.91, A3A deaminase 2, GRIN3A LBD mod 0, APOBEC3G inh -2, hIAP inh 9 and mIAP inh 1.
CC(=O)Nc1ccc2c(c1)nc(CCNC(=O)c1ccco1)n2C was read as mIAP act 1, beta cell repl -3, MPTP block -1.0, hIAP activ 0.92, A3A deaminase 0, GRIN3A LBD mod 0, APOBEC3G inh -4, hIAP inh 8 and mIAP inh -5.
Screening O=C1NN(c2ccccc2)C(=O)/C1=C/c1ccc(Sc2cccc3ccccc23)o1 returned mIAP act 0.88, beta cell repl 0, MPTP block 16, hIAP activ 0.83, A3A deaminase 8, GRIN3A LBD mod -5, APOBEC3G inh 5, hIAP inh 17 and mIAP inh 12.
For COc1ccc(C(=O)N2CCCc3ccccc32)cc1 the results were mIAP act 1.1, beta cell repl 2, MPTP block -0.9, hIAP activ 1.1, A3A deaminase -4, GRIN3A LBD mod 1, APOBEC3G inh -1, hIAP inh -6 and mIAP inh -15.
For CCOc1ccc(C2C(C(=O)Nc3cc(C)on3)c3ccccc3C(=O)N2CCN2CCOCC2)cc1 (stereo not given) the results were mIAP act 1.2, beta cell repl -4, MPTP block -2.8, hIAP activ 1.1, A3A deaminase -5, GRIN3A LBD mod 0, APOBEC3G inh -10, hIAP inh -11 and mIAP inh -21.
Screening CCC(c1nnnn1C(C)C)N1CCN(C2CCCC2)CC1 (stereo not given) returned mIAP act 0.96, beta cell repl -2, MPTP block -2.7, hIAP activ 1.2, A3A deaminase 1, GRIN3A LBD mod 0, APOBEC3G inh -5, hIAP inh -16 and mIAP inh 4.
COc1cc(OC)cc(-c2c(-c3cccs3)c3cc(-c4ccc(OC)cc4F)ccc3n2C)c1 was read as mIAP act 0.86, beta cell repl -1, MPTP block 0.9, hIAP activ 0.99, A3A deaminase -1, GRIN3A LBD mod 0, APOBEC3G inh -9, hIAP inh 0 and mIAP inh 14.
`CC(CP(=O)(O)O)NC(=O)Cc1ccccc1` (stereo not given) gave mIAP act 1, beta cell repl -1, MPTP block -1.3, hIAP activ 1.1, A3A deaminase 2, GRIN3A LBD mod -2, APOBEC3G inh -1, hIAP inh -7 and mIAP inh -2.
Screening CCC1(c2ccccc2)NC(=O)N(CC(=O)Nc2ccc(S(=O)(=O)NC3=NCCCCC3)cc2)C1=O (stereo not given) returned mIAP act 1, beta cell repl 1, MPTP block -1.0, hIAP activ 0.9, A3A deaminase 12, GRIN3A LBD mod 1, APOBEC3G inh -6, hIAP inh 10 and mIAP inh -1.
Screening CCc1nnc(NC(=O)c2nc(Cl)ccc2Cl)s1 returned mIAP act 1, beta cell repl 3, MPTP block 2.0, hIAP activ 0.9, A3A deaminase -4, GRIN3A LBD mod -1, APOBEC3G inh -5, hIAP inh 10 and mIAP inh 0.
`COC(=O)C1=C(C)N(Cc2ccccc2)C(=NCc2cc(OC)c(OC)c(OC)c2)N[C@H]1CCc1ccccc1` gave mIAP act 1.3, beta cell repl -6, MPTP block 3.2, hIAP activ 1, A3A deaminase 35, GRIN3A LBD mod -2, APOBEC3G inh 6, hIAP inh -1 and mIAP inh -31.
CCc1nc(N2CCC(C)CC2)c2oc3ccccc3c2n1 was read as mIAP act 0.95, beta cell repl -4, MPTP block 0.0, hIAP activ 0.72, A3A deaminase 0, GRIN3A LBD mod 1, APOBEC3G inh -5, hIAP inh 28 and mIAP inh 5.
Screening CCN1CCN(C(CNS(=O)(=O)c2ccc(Cl)cc2)c2ccccc2)CC1 (stereo not given) returned mIAP act 0.95, beta cell repl -5, MPTP block -0.1, hIAP activ 1.1, A3A deaminase -3, GRIN3A LBD mod -3, APOBEC3G inh -3, hIAP inh -12 and mIAP inh 5.
`O=C(O)c1cc(C(=O)O)c(-c2ccccc2)c(C(=O)O)c1` gave mIAP act 1, beta cell repl -2, MPTP block 0.6, hIAP activ 1, A3A deaminase 0, GRIN3A LBD mod -1, APOBEC3G inh -3, hIAP inh 0 and mIAP inh -3.
Screening O=C(c1ccco1)n1nc(-c2ccco2)nc1SCc1ccccc1 returned mIAP act 0.98, beta cell repl -4, MPTP block 2.6, hIAP activ 1, A3A deaminase 0, GRIN3A LBD mod 1, APOBEC3G inh -3, hIAP inh -1 and mIAP inh 2.
`CN(Cc1ccccc1)C(=O)COC(=O)c1ccc2ccccc2n1` gave mIAP act 1, beta cell repl -1, MPTP block -0.6, hIAP activ 1.1, A3A deaminase 16, GRIN3A LBD mod -2, APOBEC3G inh 3, hIAP inh -15 and mIAP inh -2.
`CCn1nc(C(=O)Nc2nc3ccccc3[nH]2)c2ccccc2c1=O` gave mIAP act 0.94, beta cell repl -2, MPTP block -2.7, hIAP activ 1.4, A3A deaminase -1, GRIN3A LBD mod 0, APOBEC3G inh -5, hIAP inh -38 and mIAP inh 6.

Structures listed so far that have two or more sulfur atoms:
`COC(=O)Cn1c(=NC(=O)CSCC(=O)Nc2cc(C)on2)sc2cc(C(=O)OC)ccc21` gave mIAP act 0.92, beta cell repl -3, MPTP block 0.0, hIAP activ 0.98, A3A deaminase -2, GRIN3A LBD mod 0, APOBEC3G inh 1, hIAP inh 2 and mIAP inh 8.
For S=c1sc2c(N3CCN(Cc4ccccc4)CC3)ncnc2n1-c1ccccc1 the results were mIAP act 1, beta cell repl -3, MPTP block 2.2, hIAP activ 1.1, A3A deaminase -4, GRIN3A LBD mod 0, APOBEC3G inh 1, hIAP inh -6 and mIAP inh -4.
For CCN(C(=O)CSc1nc(N)cc(=O)[nH]1)C1CCS(=O)(=O)C1 (stereo not given) the results were mIAP act 0.98, beta cell repl 8, MPTP block -0.8, hIAP activ 1.1, A3A deaminase -3, GRIN3A LBD mod 4, APOBEC3G inh -5, hIAP inh -6 and mIAP inh 2.
